# High-throughput results as filed in PubChem.
# Pol eta inh – DNA polymerase eta (human) inhibition | Q9Y253 | recombinant Pol eta, fluorescent DNA replication assay | Potency, µM (top dose mostly 114 µM), without a hit: at the top dose activity change, negative = inhibition, hits mostly inhibitors | 1.2% of 390,000 active | AID 588591; also: % is scaled to controls: 0 for no effect and ±100 for the full control effect
#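 Pol eta (10 nM) was preincubated with compounds for 15 min at room temperature, after which fluorescent replication substrate (50 nM final) was added to start the reaction. Fluorescence was read kinetically at 0 and 10 min.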
# G9a inh – blocks human histone lysine methyltransferase G9a | AID 504332 | Q96KQ7 | Potency, µM (series often up to 102 µM), for inactives: top-dose activity, negative = inhibition, hits mostly inhibitors | G9a H3K9 monomethylation, AlphaScreen, 2 h | 8.8% of 350,000 active; also: % is scaled to controls: 0 for no effect and ±100 for the full control effect; nearly all actives have a fitted effect of over 75% in size
# Target sequence (Q96KQ7 913-1193 limits assumed): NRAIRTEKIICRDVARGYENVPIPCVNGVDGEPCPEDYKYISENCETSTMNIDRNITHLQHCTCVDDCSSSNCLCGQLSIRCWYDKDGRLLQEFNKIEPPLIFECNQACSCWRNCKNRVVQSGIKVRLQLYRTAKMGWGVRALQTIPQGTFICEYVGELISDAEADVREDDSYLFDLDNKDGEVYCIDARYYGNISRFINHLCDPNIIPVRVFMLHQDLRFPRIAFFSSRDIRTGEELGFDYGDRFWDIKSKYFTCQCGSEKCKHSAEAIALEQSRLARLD
#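 Enzyme 20 nM + cpd, 15 min RT; add b-H3K9 pep 500 nM / SAM 20 uM; 2 h RT; anti-H3K9me1 Ab 0.5 ug/mL + SA donor / anti-rabbit acceptor beads 20 ug/mL each, 10 min; AlphaScreen read.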
# BLM inh – blocks DNA unwinding by human BLM helicase; recombinant BLM DNA unwinding, fluorescence dequenching; 0.2% of 350,000 active; AID 2528; Potency, µM (series often up to 56.1 µM), for inactives: at the top dose activity change, negative = inhibition, most hits filed as inhibitors; P54132;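 also: plate controls were vehicle for no effect and no enzyme for full effect; nearly all actives have a fitted effect of over 35% in size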
# POLK inh – blocks human DNA polymerase kappa activity; Potency, µM (top dose mostly 107 µM), inactives show at the highest dose activity, negative = inhibition, actives largely listed as inhibitors; Q9UBT6; 0.53% of 400,000 active; purified Pol kappa, fluorescent DNA synthesis assay, 10 min; AID 588579; also: % is scaled to controls: 0 for no effect and ±100 for the full control effect
#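 Here, compound and 10 nM enzyme are combined for 15 min at room temperature; adding 50 nM substrate (final) starts DNA synthesis, tracked by fluorescence at 0 and 10 min against buffer-only wells.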
# APE1 inh – APE1 (human) endonuclease inhibition; P27695; recombinant APE1, TAMRA/BHQ-2 abasic DNA cleavage fluorescence; Potency, µM (top dose mostly 65.8 µM), for the others: at the top dose activity change, negative = inhibition, usual class: inhibitors; 0.35% of 350,000 active;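 also: plate controls were vehicle for no effect and reference inhibitor for full effect; nearly all actives have a fitted effect of over 55% in size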
# Target sequence (P27695 whole entry, looked up): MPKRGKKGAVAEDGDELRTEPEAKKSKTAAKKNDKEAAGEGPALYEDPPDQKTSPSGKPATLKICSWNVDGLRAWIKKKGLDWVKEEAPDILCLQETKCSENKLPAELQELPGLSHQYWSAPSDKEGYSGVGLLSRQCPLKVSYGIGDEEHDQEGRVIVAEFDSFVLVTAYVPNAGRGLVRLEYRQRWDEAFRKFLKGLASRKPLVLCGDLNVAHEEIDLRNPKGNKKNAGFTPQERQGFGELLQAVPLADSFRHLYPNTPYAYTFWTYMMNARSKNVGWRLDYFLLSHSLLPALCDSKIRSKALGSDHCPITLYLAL
#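 Activity was derived from the fluorescence gain between first and third kinetic reads (60 s intervals, ex 525/em 598 nm) after 50 nM THF-abasic TAMRA/BHQ-2 duplex was added to 0.75 nM APE1 preincubated 15 min with compound.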
# Pol iota inh – DNA polymerase iota (human) inhibition; AID 588590; 1% of 390,000 active; Potency, µM (highest dose often 115 µM), for the others: at the top dose activity, negative = inhibition, actives largely listed as inhibitors; Pol iota fluorescent replication assay, 10 min; Q9UNA4
#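 Pol iota at 10 nM preincubated 15 min with compounds at room temperature; reaction started with fluorescent substrate, 50 nM final. Fluorescence read kinetically at 0 and 10 min; buffer-only wells as negative control.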
# Anesthetic bind – binds horse apoferritin like a general anesthetic; AID 485281; Potency, µM (highest dose often 77.5 µM), for the others: at the top dose activity change, negative = displacement, actives largely listed as inhibitors; apoferritin/1-aminoanthracene competitive binding, fluorescence; 0.074% of 350,000 active; also: % is scaled to controls: 0 for no effect and ±100 for the full control effect; nearly all actives have a fitted effect of over 20% in size
# Target sequence (P02791 2-175 limits assumed): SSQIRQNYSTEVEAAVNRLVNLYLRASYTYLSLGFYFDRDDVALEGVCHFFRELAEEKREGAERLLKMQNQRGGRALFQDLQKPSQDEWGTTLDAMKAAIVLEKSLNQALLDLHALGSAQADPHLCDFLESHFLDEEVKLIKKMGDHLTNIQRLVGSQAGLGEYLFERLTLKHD
#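 In PBS, apoferritin at 10 uM is loaded with 1-AMA from a 50% saturated solution. After 10 min of compound exposure at ambient temperature, reduced 535 nm fluorescence indicates probe displacement.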
# BAZ2B inh – BAZ2B (human) inhibition | Q9UIF8 | AID 504333 | 4.4% of 360,000 active | AlphaScreen BAZ2B-H3K14Ac peptide displacement | Potency, µM (doses to about 114 µM), inactives show at the top dose activity change, negative = inhibition, most hits filed as inhibitors; also: % is scaled to controls: 0 for no effect and ±100 for the full control effect; nearly all actives have a fitted effect of over 60% in size
#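 BAZ2B (50 nM) with biotin-H3(5-23)K14Ac peptide (50 nM) in PBS pH 7.4, 0.01% Tween-20, preformed 30 min, then compound 30 min at room temperature; top concentration 110uM. AlphaScreen streptavidin donor/nickel chelate acceptor beads (10 ug/mL final), 20 min dark, signal read.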
# POLB inh – DNA polymerase beta (human) inhibition; P06746; Pol beta primer extension/strand displacement, fluorescence kinetic; Potency, µM (top dose mostly 114 µM), for inactives: at the top dose activity change, negative = inhibition, usual class: inhibitors; 1.3% of 340,000 active; also: % is scaled to controls: 0 for no effect and ±100 for the full control effect
#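 Homogeneous kinetic assay of primer extension and strand displacement by 10 nM Pol beta, preincubated 15 min at room temperature with compound before 50 nM substrate (final) was added. Read at 0 and 10 min; four-parameter Hill fit.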
# * = called active by the depositor; ? = inconclusive; · = not tested or not shown; [ ] = remark or other dose. Calls follow the shape of the dose curve; as a rule, active = well fitted curve in the direction sought with a large enough effect; inconclusive = small, poorly fitted or top-dose-only effect, or another doubt; inactive = no such curve, though single readings can be large; an effect the other way counts as inactive or inconclusive. Potency is read from the fitted curve at half-maximal effect. Some of the compounds tested. The share of hits here may be higher or lower than overall.
SMILES,Pol eta inh,G9a inh,BLM inh,POLK inh,APE1 inh,Pol iota inh,Anesthetic bind,BAZ2B inh,POLB inh
C=CCNC(=S)Nc1cc(S(=O)(=O)N2CCOCC2)ccc1-n1cncn1,-12%,?,2%,-12%,12%,23%,4%,0%,2%
O=C(Nc1nc2ccc(S(=O)(=O)N3CCCC3)cc2s1)c1cccc(F)c1,0%,-10%[59 µM],3%,-11%[60.1 µM],·,14%,-1%,-3%,0%
CCOC(=O)c1ccccc1NC(=O)CC1SC(=NC)N(C)C1=O (stereo unspecified),-17%,-35%[12.7 µM],-4%,-1%,-6%,2%,-8%,-26%,1%
O=C(NCc1ccc(Cl)cc1)c1cccc(NC(=O)c2ccccc2)c1,-12%,13%[59 µM],-1%,-2%,13%,-7%,-9%,-6%,18%
COc1ccc(NC(=O)CC2C(=O)N(C)C(=S)N2Cc2cccs2)cc1 (stereo unspecified),-25%,4%[59 µM],-2%,-8%,1%,111%[activator],-11%,-1%,1%
Cc1nn(C)c(Cl)c1CN1CCN(C2CCCC2)C(CCO)C1 (stereo unspecified),-17%,·,-7%,8%,0%,10%,-2%,-18%,21%
O=C(O)CC(NC(=O)CCc1ccccc1)c1ccc(Cl)cc1 (stereo unspecified),-6%,-10%,-3%,6%,47%[activator],24%,0%,3%,12%
COc1ccc2c(=O)c3c(=O)n(Cc4ccco4)c(-c4ccc(C)cc4)nc3oc2c1,-9%,?,-2%,1%,1%,?,?,?,-13%
CCNc1ccc(C(=O)N/N=C/c2c(C)nn(-c3ccccc3)c2N2CCCC2)cc1[N+](=O)[O-],-21%,-20%[59 µM],-2%,-1%,2%,9%,-16%,-9%,-2%
C=CCc1c(C)nc2nc(SCC(=O)Nc3ccccc3CC)nn2c1C,-27%,-1%[59 µM],1%,3%[60.1 µM],·,4%,-3%,3%,-9%
COc1cccc(NC(=O)c2cc(CN3CCOCC3)on2)c1,-13%,17%[59 µM],0%,25%,·,1%,10%,-5%,31%
Cc1cc(C)nc(N(C#N)C(C)C(=O)N(C)C)n1 (stereo unspecified),-5%,22%[59 µM],-1%,-1%,6%,2%,-1%,-4%,-8%
O=C(O/N=C\c1ccc(N2CCOCC2)c([N+](=O)[O-])c1)c1ccc(F)cc1,-21%,?,-4%,-1%,0%,23%,-12%,?,10%
O=C(Nc1cccc(O)c1)c1ccc(C(=O)c2ccccc2)o1,-16%,2%,-5%,-13%,2%,31%[activator],?,?,?
CCN(CC)c1ccc(NC(=O)C2CCN(S(=O)(=O)c3ccc4c(c3)oc(=O)n4C)CC2)c(C)c1,3%,?,-5%,-6%,·,-10%,-13%,-11%,23%
Cc1cc(C(=O)CSc2n[nH]c(N)n2)c(C)n1-c1cc(F)ccc1F,-11%,?,-3%,-5%,16%,18%,8%,?,?
CCOC(=O)C1=C(Nc2ccc(Br)cc2)CC(C)(O)C(C(=O)OCC)C1c1ccccc1 (stereo unspecified),-8%,-3%[59 µM],-2%,4%,2%,-2%,-13%,3%,26%
CCOc1nc(NCc2ccco2)nc(Nc2ccccc2F)n1,-2%,-5%[59 µM],1%,-10%,1%,-11%,-10%,2%,11%
CN(C)c1ccc(N=Nc2ccc(C(=O)O)cc2)cc1,3.5µM*,10µM*,-8%,32µM*,?,11µM*,11%,35µM*,10µM*
COc1ccc(C)cc1NC(=O)CNC(C)C(=O)Nc1cc(Cl)ccc1Cl (stereo unspecified),-15%,-2%,-4%,-8%,-3%,-3%,-12%,-4%,0%
COCCn1c(SCC(=O)NC2CC2)nnc1-c1ccc(Cl)cc1,-8%,?,·,11%,2%,25%,·,-3%,·
N#Cc1cc2c(N)c(C(=O)Nc3ccccc3)sc2nc1N,·,?,-6%,·,-2%,·,-8%,?,-26%
Cc1ccccc1OCc1nnc(SCC(=O)O)n1-c1ccccc1,-3%,9%[0.501 µM],-3%,-18%,-1%,?,-6%,-27%,-26%
COc1ccc(-c2nc(SCC(=O)c3ccc(Br)cc3)n[nH]2)cc1,3%,?,-9%,5%,·,?,?,-16%,4%
Cc1ccc(NC(=O)Nc2cc(-c3ccccc3)nn2C)cc1Cl,-12%,5%,-3%,5%,-10%,-28%,-1%,-11%,13%
COc1ccc2nc3ccccc3nc2c1NC(=O)c1ccc(Cl)cc1,-14%,12%[59 µM],-1%,0%,-1%,90%[activator],-10%,9%,5%
c1ccc2c(-c3nc4ncccc4o3)cccc2c1,-4%,54%[activator],-6%,-4%,-4%,16%,?,26%,0%
CCN(C(=O)COC(=O)c1cnccn1)c1cccc2ccccc12,-3%,·,·,-13%,24%,10%,·,·,·
CCOc1ccc(NC(=O)c2sc3nc(C)nc(N4CCOCC4)c3c2C)cc1,-11%,19%,-2%,-18%,-17%,-1%,1%,-7%,-13%
O=C(Nc1ncccc1O)c1ccc(C(=O)c2ccccc2)cc1,-20%,-9%[0.501 µM],·,-1%,6%,49%[activator],·,-32%,·
O=C(Nc1cnccn1)Nc1cccc(Cl)c1Cl,-15%,9%,-14%,0%,-1%,74%[activator],1%,10%,17%
CCOc1cc(N2CCOCC2)c(OCC)cc1NC(=O)CC12CC3CC(CC(C3)C1)C2,?,13µM*,1%,-9%,-1%,-9%,?,35µM*,-27%
COc1ccc(NC(=O)c2cc3c(=O)[nH]c4ccccc4c3n2C)cc1Cl,1%,-23%[59 µM],-4%,0%,·,-23%,1%,·,34%
O=C(Nc1ccncc1)Nc1ccc(Cl)cc1Cl,-1%,·,-6%,-2%,7%,14%,-3%,-9%,18%
Cc1ccc(NC(=O)c2ccc(-n3cccn3)c([N+](=O)[O-])c2)cc1C,-4%,-43%,-2%,-7%,-5%,-3%,?,-25%,11%
C1CC(CN2CCOCC2)CN(Cc2nc(CC3CC3)no2)C1 (stereo unspecified),-1%,?,-1%,-7%,-1%,30%[activator],-3%,2%,26%
NC(=O)NN=C1C2CCCC1C(c1ccccc1)NC2c1ccccc1 (stereo unspecified),-27%,?,-6%,0%,?,-25%[58.9 µM],8%,-33%,-12%
COc1ccc(CN(CCN)C2CC(C)N(C)CC2C)cc1 (stereo unspecified),-22%,·,-13%,1%,-8%,69%[activator],-1%,?,38%
Cc1[nH]c2ccccc2c1SCC(=O)N1CCOCC1,-8%,-14%,4%,3%,?,?,5%,48%[activator],10%
COc1ccc(OC)c(C(c2nnnn2Cc2ccccc2)N2CCN(C3CCCCC3)CC2)c1 (stereo unspecified),-13%,-42%[59 µM],4%,0%,2%,-12%,-13%,-2%,10%
CCCCC/C=C\C[C@H](O)/C=C/c1cccc(C[C@H](O)CCCCO)n1,-13%,?,-13%,-94%,-7%,?,?,?,-1%
O=C(Nc1ccc(S(=O)(=O)Nc2nccs2)cc1)c1cccc(N2C(=O)c3ccccc3C2=O)c1,50µM*,?,-19%,?,-3%,71µM*,-18%,15%,-6%
COc1ccccc1C(=O)NCCCNC(=O)c1ccccn1,4%,42%[activator],-2%,-12%,0%,-1%,0%,-1%,16%
O=C(/C=C/c1ccccc1)Oc1coc(CSc2ncccn2)cc1=O,-16%,-25%,-9%,-20%,0%,-29%,?,?,-27%
CCn1c(=O)cc(OCC(=O)NCc2ccco2)c2ccccc21,?,?,-9%,-15%,?,?,-8%,?,45µM*
CC(=O)c1ccc(NC(=O)C(C)OC(=O)c2ccc(Br)o2)cc1 (stereo unspecified),-21%,-35%[12.7 µM],·,-2%,21%,-3%,·,6%,·

# Grouped by structure: those above with a furan ring, fused or not.
SMILES,Pol eta inh,G9a inh,BLM inh,POLK inh,APE1 inh,Pol iota inh,Anesthetic bind,BAZ2B inh,POLB inh
COc1ccc2c(=O)c3c(=O)n(Cc4ccco4)c(-c4ccc(C)cc4)nc3oc2c1,-9%,?,-2%,1%,1%,?,?,?,-13%
O=C(Nc1cccc(O)c1)c1ccc(C(=O)c2ccccc2)o1,-16%,2%,-5%,-13%,2%,31%[activator],?,?,?
CCOc1nc(NCc2ccco2)nc(Nc2ccccc2F)n1,-2%,-5%[59 µM],1%,-10%,1%,-11%,-10%,2%,11%
CCn1c(=O)cc(OCC(=O)NCc2ccco2)c2ccccc21,?,?,-9%,-15%,?,?,-8%,?,45µM*
CC(=O)c1ccc(NC(=O)C(C)OC(=O)c2ccc(Br)o2)cc1 (stereo unspecified),-21%,-35%[12.7 µM],·,-2%,21%,-3%,·,6%,·

# Single values from above.
# Anesthetic bind with COc1ccccc1C(=O)NCCCNC(=O)c1ccccn1 stands at 0%
# G9a inh with COc1ccc(OC)c(C(c2nnnn2Cc2ccccc2)N2CCN(C3CCCCC3)CC2)c1 (stereo unspecified) stands at -42%[59 µM]
# G9a inh with CC(=O)c1ccc(NC(=O)C(C)OC(=O)c2ccc(Br)o2)cc1 (stereo unspecified) stands at -35%[12.7 µM]
# Anesthetic bind with Cc1[nH]c2ccccc2c1SCC(=O)N1CCOCC1 stands at 5%
# BLM inh with CCn1c(=O)cc(OCC(=O)NCc2ccco2)c2ccccc21 stands at -9%
